High-throughput results: PubChem BioAssay, Johns Hopkins Ion Channel Center
CHT allo act – CHT positive allosteric modulators, primary screen, cell-based, membrane potential dye, choline EC20. CHT-expressing cells; hits give high values; LV-AA mutant CHT in HEK293 cells. B-score at 10 µM. actives 0.49% (n = 310,000);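 active = initial fluorescence not abnormally high and integrated response B-score, plate-corrected, over 3 SD above library mean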
Target sequence (Q9GZV3 whole entry, looked up): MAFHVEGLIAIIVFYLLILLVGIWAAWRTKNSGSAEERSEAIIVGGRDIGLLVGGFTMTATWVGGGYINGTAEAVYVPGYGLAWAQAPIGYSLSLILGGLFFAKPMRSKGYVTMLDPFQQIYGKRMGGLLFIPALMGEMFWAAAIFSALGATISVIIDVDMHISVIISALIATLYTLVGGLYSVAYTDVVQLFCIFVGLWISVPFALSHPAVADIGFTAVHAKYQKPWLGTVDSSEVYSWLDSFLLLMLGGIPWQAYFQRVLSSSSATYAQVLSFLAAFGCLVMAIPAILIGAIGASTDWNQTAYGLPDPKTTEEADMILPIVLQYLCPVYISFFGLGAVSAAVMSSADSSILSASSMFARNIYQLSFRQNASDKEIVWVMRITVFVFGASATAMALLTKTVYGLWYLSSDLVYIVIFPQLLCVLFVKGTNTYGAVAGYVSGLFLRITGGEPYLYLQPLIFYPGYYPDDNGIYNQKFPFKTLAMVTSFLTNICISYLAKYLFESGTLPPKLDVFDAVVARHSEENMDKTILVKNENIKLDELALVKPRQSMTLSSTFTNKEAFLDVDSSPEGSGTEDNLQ
CHT inh – inhibitors of human choline transporter CHT; CHT-expressing cells, membrane potential dye, choline response; hits give low values; B-score at 10 µM; actives 0.86% (n = 310,000); AID 488975, 2010;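 active = B-score over 3 SD under the library average, and starting fluorescence ratio not unusually high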;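 also: choline stimulus applied at its EC90 after an EC20 pre-addition; B-score computed on integrated fluorescence ratio after choline addition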
Active calls of the source: *; i = inactive.

SMILES | CHT allo act | CHT inh
Cc1ccc(O)c(C(=O)c2cc(C#N)c(=O)n(C(C)c3ccccc3)c2)c1 (stereo not given) | i | i
Cc1ccc(CN=Cc2[nH]c3ccc(Br)c(Cl)c3c2O)cc1 | i | i
O=C(Cn1nc(-c2ccccc2)c2ccccc2c1=O)Nc1cccnc1 | i | i
CCCOc1ccc(OC(=O)c2ccc(Br)o2)cc1 | i | i
Cn1c(SCc2ccc(Br)cc2)nnc1-c1ccncc1 | i | i
C=CCNC(=O)C1CCC(CNc2nc(=S)[nH]c3ccccc23)CC1 (stereo not given) | i | i
CC1CCCCN1S(=O)(=O)c1ccc(C(=O)Nc2nnc(C3=COCCO3)o2)cc1 (stereo not given) | i | i
O=C(CCn1cccc1)N1CCc2ccccc21 | i | i
O=C(O)c1cc(-c2ccc(Cl)s2)nc2ccccc12 | i | i
COC(=O)c1ccc(C(=O)OC)c(NC(=S)N2CCC(C)CC2)c1 | i | i
O=S(=O)(Nc1ncccn1)c1ccc(NC(=S)N2CCN(c3cccc(C(F)(F)F)c3)CC2)cc1 | i | i
O=C(Nc1ccc(NC(=O)c2ccccc2F)cn1)c1ccco1 | i | i
O=C(COC(=O)c1ccc(N2CCCC2=O)cc1)c1ccc(OC(F)F)cc1 | i | i
CCOC(=O)C1=C(O)/C(=C\c2ccc(CNC(=O)C(=O)Nc3ccccc3)o2)N=C1C | i | i
CC(=O)N1CCOc2ccc(S(=O)(=O)NCCc3ccc(S(N)(=O)=O)cc3)cc21 | i | i
CC(=O)Nc1ccc(NC(=O)CCCNC(=O)c2ccc(Cl)cc2)cc1 | i | i
O=C1CCN(CCc2ccccc2)CCN1[C@H](COc1ccccc1)c1ccccc1 | i | i
Cc1ccc2cc(C#N)c(SCC(=O)N3CCCc4ccccc43)nc2c1C | i | i
CC12CCC(C(=O)NNc3ccccc3)(OC1=O)C2(C)C (stereo not given) | i | i
CCCCCCOC(=O)CCc1c(C)nc(N)[nH]c1=O | i | i
Fc1ccc(-c2cc(C(F)(F)F)n3ncnc3n2)cc1 | i | i
c1cncc(CSc2ccc(-c3cccnc3)nn2)c1 | i | i
Cc1ccc(S(=O)(=O)NC2(C(F)(F)F)NC(=O)N(C)C2=O)cc1 (stereo not given) | i | i
Cc1[nH]c2ccc(C(=O)N3CCN(c4cccc(Cl)c4)CC3)cc2c1C | i | i
O=Cc1ccc(Sc2nnc(-c3ccccc3)o2)c([N+](=O)[O-])c1 | i | i
CCOC(Cn1c(SCc2cc(C(C)=O)ccc2OC)nc2ccccc2c1=O)OCC | i | i
C/C(=C\c1ccccc1)C(=O)Nc1ccc(Cl)cn1 | i | i
CCOc1ccc2nc(N3CCCN(C(=O)Nc4ccccc4C)CC3)c(C#N)cc2c1 | i | i
Cc1nn(C)c2ncc(C(=O)c3cc(F)ccc3O)cc12 | i | i
CCN(CC)C(=O)/C(=C/c1ccc2c(c1)OCO2)NC(=O)c1ccc(Br)cc1 | i | i
CCOC(=O)C1=C(C)Nc2nc(C)nn2C1c1cc(OC)ccc1OC (stereo not given) | i | i
COc1cccc(NC(=O)Nc2cc(Cl)ccc2C)c1 | i | i
CCOC(=O)c1c(CSc2ccccc2)n(C)c2ccc(O)c(CN3CCN(C)CC3)c12 | i | -7.6*
CC(NCc1ccccc1O)c1ccccc1 (stereo not given) | i | i
O=C(COc1cccc(-n2cnnn2)c1)N1CCOCC1 | i | i
CCc1c(C(=O)NCc2ccc3c(c2)OCO3)[nH]c(C)c1C(C)=O | i | i
O=C(COC(=O)c1cncc(Br)c1)NCC1CCCO1 (stereo not given) | i | i
Cc1cccc(Cc2c(C)nc3nc(SCC(=O)NCc4ccco4)nn3c2C)c1 | i | i
CCOC(=O)C1(CC2CCCCO2)CCN(C(=O)Nc2ccccc2CC)CC1 (stereo not given) | i | i
CN(CC(=O)Nc1ccc(F)cc1)C(=O)c1cccc(S(=O)(=O)N2CCN(c3ccccc3)CC2)c1 | i | i
CCC(=O)NCCc1nc2ccccc2n1Cc1ccccc1 | i | i
Cc1ccc2c3c([nH]c2c1C)-c1nonc1CC3 | i | i
Cc1c(C(=O)N2CCCC(C)C2)sc2ncnc(N3CCCCC3C)c12 (stereo not given) | i | i
COc1ccc(/C=C2\SC(=O)N(CCC(=O)N3CCN(C)CC3)C2=O)cc1 | i | i
Cc1nnc(SCC(=O)NCc2ccc3c(c2)OCO3)[nH]c1=O | i | i
COC(=O)CSc1nnc2n1C(C)(C)Cc1ccccc1-2 | i | i
CCCCn1c(N)c(N2CCOCC2)c(=O)n(CC(=O)NC(C)c2ccccc2)c1=O (stereo not given) | i | i
O=C(Nc1ccccc1)C1(c2ccccc2)CC1(Cl)Cl (stereo not given) | i | i
COc1ccccc1NC(=O)c1cc(Cl)ccc1NC(=O)c1ccco1 | i | i
COc1cccc(/C=C2/Sc3ccc(C(=O)NCCCN4CCCC4)cc3NC2=O)c1 | i | i
The list continues.
SMILES | CHT allo act | CHT inh
CC1=NN(c2ccc(Cl)cc2)C(=O)/C1=C\c1cccn1-c1ccc(S(N)(=O)=O)cc1 | i | i
O=C(CNC(=O)c1ccc(F)cc1)Nc1ccccc1C(F)(F)F | i | i
CCc1cccc2sc(NC(=O)C3CC3)nc12 | i | i
CN(C)c1ccncc1C(=O)Nc1ccc(F)cc1F | i | i
CC(O)/C=C/c1ccc2ccccc2n1 (stereo not given) | i | i
O=C(O)c1cccc(NS(=O)(=O)c2ccc(Cl)c(C(=O)O)c2)c1 | i | i
CS(=O)(=O)N(CC(=O)N1CCCC1)c1cccc(Cl)c1Cl | i | i
CCN(CC)C1CC(=O)N(c2ccc(Br)cc2)C1=O (stereo not given) | i | i
Cc1ccc(S(=O)(=O)CCC(=O)N(C)c2c(N)n(Cc3ccccc3)c(=O)[nH]c2=O)cc1 | i | i
CN(C)c1cccc(NC2=CC(=[N+]3CCOCC3)CC(C)(C)C2)c1 | i | i
CC1Sc2ccc(S(=O)(=O)N3CCC(C(=O)NCc4ccccc4)CC3)cc2NC1=O (stereo not given) | i | i
CN(C)c1ccccc1C(=O)c1ccccc1N(C)C | i | i
COc1ccc(/C=C/C(=O)Nc2ccc3c(c2)OCCO3)cc1OC | i | i
CC1CCCN(C(=O)c2ccc3c(c2)C(=O)N(CCC2=CCCCC2)C3=O)C1 (stereo not given) | i | i
COc1ccc([C@@H]2[C@@H]3C(=O)N(C(C)(C)C)C(=O)[C@@H]3[C@]3(Cc4ccccc4)C(=O)N(c4cccc(F)c4)C(=O)N23)cc1 | i | i
CN1C(=O)C(=O)/C(=C(/O)c2ccc(Br)cc2)C1c1cccc([N+](=O)[O-])c1 (stereo not given) | i | i
CN1CCN(C(=O)C2=C[C@@H](C(C)(C)C)C[C@@H](OCc3ccc(CO)cc3)O2)CC1 | i | i
CCCCNc1nc(N)nc(-c2cc(Cl)ccc2O)n1 | i | i
O=C1C(Cc2c[nH]c3ccccc23)NC(=S)N1C1CCCCC1 (stereo not given) | i | i
O=C(Nc1ccccc1)C1CCCN1/C=C/C(=O)C(F)(F)F (stereo not given) | i | i
O=C(NCC(=O)N1CCOCC1)c1ccc(Br)cc1 | i | i
Cc1ccc(S(=O)(=O)n2nccc2-c2c(-c3ccc(Cl)cc3)noc2C)cc1 | i | i
Cc1cccc(C(C)C)c1NC(=O)c1ccc(CN(c2ccccc2)S(=O)(=O)c2ccccc2)cc1 | i | i
C/C(N)=C(/C#N)C(=O)CSc1nnc(NC(C)C)s1 | i | i
CC(C)Cn1c(S(=O)(=O)O)nc2ccccc21 | i | i
Nc1ccc2c(c1)N1CCN=C1S2 | i | i
O=C(NC1CCCCC1)C(c1ccco1)N(C(=O)c1csnn1)C1CCCC1 (stereo not given) | i | i
Nc1ccccc1OCP(=O)(c1ccccc1)c1ccccc1 | i | i
N#C/C(=C\c1ccc(-c2ccccc2[N+](=O)[O-])o1)C(=O)Nc1nc(-c2cccs2)cs1 | i | i
CCOC(=O)C1C(=O)C=C(c2ccc(C)cc2)CC1c1ccccc1 (stereo not given) | i | i
Cc1cc2c(cc(C(=O)OC(C(=O)NCc3ccco3)C(C)C)n2C)o1 (stereo not given) | i | i
Cc1ccc2onc(CC(=O)O)c2c1 | i | i
Cc1nc2ccccc2c(=O)n1NC(=O)c1ccc(F)cc1Cl | i | i
CCN1CCN(CCCNC(=O)CCC(=O)N2CC(C)Oc3ccc(C)cc32)CC1 (stereo not given) | i | i
Cc1ccc(C)c(NC(=O)CS(=O)(=O)c2c[nH]c3ccccc23)c1 | i | i
O=C(CSc1ncnc2c1cnn2-c1cccc(Cl)c1)NCC1CCCO1 (stereo not given) | i | i
O=C(CCn1nc(-c2ccccc2)c2ccccc2c1=O)NCC1CCCO1 (stereo not given) | i | i
O=C(Cc1ccccc1)N1CCC(C(=O)N2CCN(c3ccc(F)cc3)CC2)CC1 | i | i
Nc1ccc(-c2nc3ncccc3o2)c(O)c1 | i | i
Cc1noc(C)c1CSc1nc2ccccc2c(=O)n1-c1ccc(F)cc1F | 11* | i
COc1ccc(-c2nc(NC(=O)Cn3c(=O)oc4ccccc43)sc2C)cc1 | i | i
CCn1c(C)nc2cc(-c3nnc(-c4c(-c5ccccc5)noc4C)o3)ccc21 | i | i
Cc1nn(Cc2ccccc2Cl)c(C)c1NC(=O)/C=C/c1cnn(C)c1 | i | i
Cc1ccc(/C=C2/N=C(c3ccccc3)NNC2=O)cc1 | i | i
Cc1ccc(CNC(=O)C2(S(=O)(=O)c3ccc(C)cc3)CC2)cc1 | i | i
c1ccc(-n2cnc3cc(NCc4cccs4)ccc32)cc1 | i | i
COc1ccc(C)cc1N(CC(=O)Nc1ccc(S(=O)(=O)N2CCOCC2)cc1)S(C)(=O)=O | i | i
Cc1nn(C(C)C(=O)NCc2ccccc2Cl)c(=O)c2c1sc1ccccc12 (stereo not given) | i | i
CCOc1ccc(NC(=O)c2ccccc2NC(=O)c2cccnc2)cc1 | i | i
O=C(CCCN1C(=O)S/C(=C\c2ccccc2)C1=O)NNC(=O)c1ccccc1O | i | i
New compounds follow.
SMILES | CHT allo act | CHT inh
CC(C)C[C@H](NC(=O)N1CCn2c1nc1ccccc12)C(=O)NC1CC1 | i | i
CCOC(=O)c1cnc2c(C(F)(F)F)cccc2c1N1CCN(C)CC1 | i | -10*
Cc1nnc(NC(=O)c2ccccc2Oc2ccccc2)s1 | i | i
CC(C)C(=O)NNC(=O)c1csc(CS(=O)(=O)c2ccc(Cl)cc2)n1 | i | i
Clc1ccccc1OCc1nc(-c2ccncc2)no1 | i | -6.4*
C=CCn1nnnc1SCC(=O)Nc1ccccc1C(=O)OC | i | i
COc1ccc(-c2noc(CCC(=O)N(C)c3cccc(C)c3)n2)cc1 | i | i
CCC(=O)NNc1cc(=O)c2c(=O)n(C)c(=O)n(C)c2[nH]1 | i | i
Cc1cc(NC(=O)CCSc2ccc(Cl)cc2)no1 | i | i
O=C(NCC(c1ccco1)N1CCN(c2ccc(F)cc2)CC1)c1cccs1 (stereo not given) | i | i
CC1CCc2c(sc(NC(=O)COC(=O)c3ccccc3NCc3ccco3)c2C#N)C1 (stereo not given) | i | i
O=C(O)c1ccc2c(c1)C(=O)N(NC(=O)c1ccccc1)C2=O | i | i
O=C(Nc1ccc(Cl)c(Cl)c1)N1CC=CCC1 | i | i
COc1ccccc1C(c1nnnn1Cc1ccccc1)N1CCN(C2CCCC2)CC1 (stereo not given) | i | i
COc1ccc(OC)c2nc3c(cc12)CCC3 | i | i
O=C1c2ccccc2C(=O)N1c1cccnc1 | i | i
Cc1ccc(C)c(N2CCN(S(=O)(=O)c3ccc4c(c3)CC(=O)N4C)CC2)c1 | i | i
C/C(=N\NS(=O)(=O)c1ccc(Br)cc1)c1ccc2c(c1)OCO2 | i | i
Cn1c(=O)c2c(SCC(=O)Nc3ccccc3F)nc(C3CC3)nc2n(C)c1=O | i | i
CCOc1cc(Br)c(/C=C2/C(=O)N(C)C(=S)N2CC(=O)OC)cc1OC | i | i
O=C(NC(Cc1ccccc1)C(=O)N1CCc2ccccc2C1)c1ccccc1 (stereo not given) | i | i
Cc1cc(Cl)ccc1NC(=S)NC1CCCC1 | i | i
CC1(C)Cc2c(cnn2-c2cccc(F)c2)C(NC(=O)Cn2cccn2)C1 (stereo not given) | i | i
CC(NC(=O)NC1CCCCC1)c1ccc2c(c1)OCO2 (stereo not given) | i | -6.7*
CC(C)N(C(=O)CSc1nnc(NC(=O)c2cccs2)s1)C(C)C | i | i
O=C(NCCCN1CCCC1=O)c1ccc(NS(=O)(=O)c2ccccc2)cc1 | i | i
Clc1ccccc1CSc1nncn1NC/C=C/c1ccccc1 | i | i
